# Screening results: PubChem BioAssay, National Center for Advancing Translational Sciences (NCATS)
# RXFP1 antag: RXFP1 (human) relaxin receptor antagonism. Q9HBX9. HEK293-RXFP1, relaxin-stimulated cAMP HTRF, 30 min; stronger effect = lower value. activity change, negative = inhibition, % at 57.5 µM. actives 0.59% (n = 350,000);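 active = activity change of -60% or lower, but not beyond a set lower limit; inconclusive = change between -60% and -40%, or beyond the set limit; inactive = change above -40%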; note: % is set by controls: 0 for no effect and ±100 for the full control effect
# POLH inh: blocks human DNA polymerase eta activity. Potency, µM (highest dose often 114 µM), without a hit: at the highest dose activity change, negative = inhibition, hits mostly inhibitors. Q9Y253. recombinant Pol eta, fluorescent DNA replication assay. actives 1.2% (n = 390,000); note: potency is the fitted concentration of half-maximal effect; % is set by controls: 0 for no effect and ±100 for the full control effect
#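 Pol eta at 10 nM preincubated with compounds 15 min at room temperature; reaction started with fluorescent substrate (50 nM final) and read kinetically at 0 and 10 min.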
# Pol beta inh: blocks human DNA polymerase beta activity; P06746; Pol beta primer extension/strand displacement, fluorescence kinetic; Potency, µM (doses to about 114 µM), for the others: at the highest dose activity change, negative = inhibition, usual class: inhibitors; actives 1.3% (n = 340,000); AID 485314; note: potency is the fitted concentration of half-maximal effect; % is set by controls: 0 for no effect and ±100 for the full control effect
#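 Enzyme-only controls used 10 nM Pol beta; buffer lacking enzyme served as negative control. Compound preincubated 15 min, then 50 nM substrate added; 0 and 10 min reads at room temperature.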
# APEX1 inh: blocks human APE1 abasic DNA cleavage; recombinant APE1, TAMRA/BHQ-2 abasic DNA cleavage fluorescence; Potency, µM (titrated, usually from 65.8 µM), for the others: at the highest dose activity change, negative = inhibition, usual class: inhibitors; actives 0.35% (n = 350,000);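 note: potency is the fitted concentration of half-maximal effect; plate controls were vehicle for no effect and reference inhibitor for full effect; nearly all actives have a fitted effect of over 55% in size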
#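 Quantitative HTS: incision of a TAMRA/BHQ-2 double-stranded substrate bearing a tetrahydrofuran abasic site by 0.75 nM APE1 raises fluorescence. Substrate 50 nM final, added after 15 min compound preincubation at room temperature; progress as third-minus-first kinetic read difference.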
# Tb PGK inh: inhibitors of T. brucei phosphoglycerate kinase | Potency, µM (titrated, usually from 57.5 µM), for inactives: at the top dose activity change, negative = inhibition, usual class: inhibitors | P07378 | PGK/GAPDH coupled, Kinase-Glo luminescence, 60 min | actives 0.043% (n = 380,000); note: potency is the fitted concentration of half-maximal effect; % is set by controls: 0 for no effect and ±100 for the full control effect; nearly all actives have a fitted effect of over 60% in size
#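 Luminescent ATP detection (Kinase-Glo Plus) follows a 60-minute room-temperature incubation, with wells lacking PGK as controls. Buffer: 100 mM TEA (pH 7.6), 5 mM MgCl2, 0.01% Tween-20. Coupling enzyme GAPDH (100 nM final) supplies unstable 1,3-BPG in-well.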
# Anesthetic bind: binds horse apoferritin like a general anesthetic; apoferritin/1-aminoanthracene competitive binding, fluorescence; Potency, µM (doses to about 77.5 µM), without a hit: top-dose activity change, negative = displacement, hits mostly inhibitors; AID 485281; P02791; actives 0.074% (n = 350,000); note: potency is the fitted concentration of half-maximal effect; % is set by controls: 0 for no effect and ±100 for the full control effect; nearly all actives have a fitted effect of over 20% in size
#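 Concentration-response curves derived by four-parameter Hill fitting of normalized fluorescence, where compounds displaced 1-AMA from 10 uM horse apoferritin following a brief 10 min room-temperature incubation; propofol titration acted as positive control.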
# POLK inh: DNA polymerase kappa (human) inhibition. Q9UBT6. purified Pol kappa, fluorescent DNA synthesis assay, 10 min. Potency, µM (doses to about 107 µM), inactives show at the highest dose activity, negative = inhibition, hits mostly inhibitors. actives 0.53% (n = 400,000). AID 588579; note: potency is the fitted concentration of half-maximal effect; % is set by controls: 0 for no effect and ±100 for the full control effect
#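 Readout: fluorescence, taken kinetically at 0 and 10 min. Conditions: 10 nM Pol kappa, 15 min RT compound preincubation, 50 nM substrate final. Controls: enzyme-free buffer wells.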
# Pol iota inh: DNA polymerase iota (human) inhibition; Pol iota fluorescent replication assay, 10 min; Potency, µM (titrated, usually from 115 µM), inactives show at the highest dose activity, negative = inhibition, usual class: inhibitors; actives 1% (n = 390,000); note: potency is the fitted concentration of half-maximal effect
#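 Fluorescent replication assay read twice, at 0 min and 10 min after adding 50 nM (final) substrate. Enzyme (10 nM) and compounds were first incubated 15 min at room temperature; enzyme-free buffer wells were negative controls.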
# BLM inh: blocks DNA unwinding by human BLM helicase; actives 0.2% (n = 350,000); recombinant BLM DNA unwinding, fluorescence dequenching; Potency, µM (highest dose often 56.1 µM), without a hit: at the top dose activity change, negative = inhibition, usual class: inhibitors; AID 2528;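 note: potency is the fitted concentration of half-maximal effect; plate controls were vehicle for no effect and no enzyme for full effect; nearly all actives have a fitted effect of over 35% in size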
# * hit, by the source's call; i = inactive; ? = inconclusive; / = not tested or not shown; [ ] = dose if it differs, or a comment. Unless noted, calls come from the whole dose curve; as a rule, active = well fitted curve in the direction sought with a large enough effect; inconclusive = small, poorly fitted or top-dose-only effect, or another doubt; inactive = no such curve, though single readings can be large; an effect the other way counts as inactive or inconclusive. This is a subset. The share of hits here may be higher or lower than overall.
SMILES,RXFP1 antag,POLH inh,Pol beta inh,APEX1 inh,Tb PGK inh,Anesthetic bind,POLK inh,Pol iota inh,BLM inh
Nc1ccc(C23CC4CC(CC(C4)C2)C3)cc1,-9,-10%,1%,-7%,-1%,8.9µM*,-10%,158%[activator],-4%
Cc1cc(C)c(-c2n[nH]c3c2C(c2ccccc2F)N(CCO)C3=O)c(O)c1 (stereo not given),-13,-5%,-23%,/,10%,35%[activator],-1%,-12%,-7%
CCOC(=O)N1CCc2cc(OC)c(OC)c3c2c1cc1cc(OC)c(OC)cc13,-3,?,/,/,-12%,/,-16%,55%[activator],/
CCOC(=O)CNC=C(C(=O)OCC)C(=O)OCC,-4,-12%,-7%,16%,0%,7%,-28%,8%,-6%
COc1cc(C2C(C(=O)Nc3ccccc3)=C(C)Nc3nc(SCC(=O)c4ccc(C)cc4)nn32)ccc1O (stereo not given),-3,-6%,2%,/,0%,-7%,-1%[60.1 µM],11%,-9%
COc1cc(/C=C(\C#N)c2nc3ccccc3s2)cc([N+](=O)[O-])c1O,-7,?,40µM*,?,?,-12%,89µM*,?,?
CC1CCc2nc(N)c(C#N)c(-c3ccncc3)c2C1 (stereo not given),4,4%,-1%,-3%,-2%,-2%,-15%,8%,1%
CSc1nccc(Nc2ccccc2)c1C#N,-4,-17%,-1%,1%,-2%,-19%,-13%,13%,-2%
COCCNCCCOc1ccc(C(C)(C)c2ccccc2)cc1,-4,-1%,1%,8%,-2%,?,-16%,3%,1%
COc1ccc(CCNC2CC(=O)N(C)C2=O)cc1OC (stereo not given),-17,-18%,5%,1%,13%,-10%,-5%,35%[activator],-3%
Cc1cccc(OCCC(=O)Nc2nnc(C)s2)c1,-7,-2%,3%,-4%,-5%,-14%,0%,-5%,-3%
CC(C)CNC(=O)NC(=O)COC(=O)C1CSC2(c3ccc(F)cc3)CCC(=O)N12 (stereo not given),9,7%,2%,-9%,-1%,-23%,-14%,14%,-4%
COc1cccc(CNC(=O)CNS(=O)(=O)c2ccc(Br)s2)c1,6,0%,52%,-17%,3%,0%,-24%,102%[activator],1%
CCOC(=O)c1c(N)sc2c1CCCC2=O,6,-3%,-5%,14%,-3%,-4%,-21%,18%,-4%
O=C1C2C3C=CC(C4CC34)C2C(=O)N1c1nccs1 (stereo not given),-12,-17%,-1%,2%,i,-20%,-2%,-13%,3%
Cc1cc(N2CCc3ccccc32)n2ncnc2n1,-5,-5%,/,/,0%,/,0%,1%,/
CCOc1ccc(C(=O)Nc2cccc3cccnc23)cc1,-6,8%,?,-3%,-9%,-19%,1%,111%[activator],-8%
O=C(Cn1nnc(-c2ccccc2)n1)OCc1ccccc1,6,-7%,13%,-2%,-6%,-22%,-15%,28%,-8%
COc1ccccc1-n1c(-c2cc(-c3ccco3)[nH]n2)n[nH]c1=S,-8,50µM*,-12%,5%,-11%,5%,18µM*,8.9µM*,-9%
Cc1sc2nc(CSc3nc4ccccc4c(=O)n3CCCN3CCOCC3)[nH]c(=O)c2c1C,7,1%,?,-4%,1%,?,-1%,8%,0%

# Exported with two lines to a compound: 5 of the compounds above.
# Fields – RXFP1 antag, POLH inh, Pol beta inh, APEX1 inh, Tb PGK inh, Anesthetic bind, POLK inh, Pol iota inh, BLM inh
CSc1nccc(Nc2ccccc2)c1C#N
    -4, -17%, -1%, 1%, -2%, -19%, -13%, 13%, -2%
COCCNCCCOc1ccc(C(C)(C)c2ccccc2)cc1
    -4, -1%, 1%, 8%, -2%, ?, -16%, 3%, 1%
COc1ccc(CCNC2CC(=O)N(C)C2=O)cc1OC (stereo not given)
    -17, -18%, 5%, 1%, 13%, -10%, -5%, 35%[activator], -3%
Cc1cccc(OCCC(=O)Nc2nnc(C)s2)c1
    -7, -2%, 3%, -4%, -5%, -14%, 0%, -5%, -3%
CC(C)CNC(=O)NC(=O)COC(=O)C1CSC2(c3ccc(F)cc3)CCC(=O)N12 (stereo not given)
    9, 7%, 2%, -9%, -1%, -23%, -14%, 14%, -4%

# Next entries:
SMILES,RXFP1 antag,POLH inh,Pol beta inh,APEX1 inh,Tb PGK inh,Anesthetic bind,POLK inh,Pol iota inh,BLM inh
CCC(C)S(=O)(=O)c1snnc1C (stereo not given),10,4%,17%,3%,-5%,-1%,-20%,-8%,-2%
COc1ccccc1NS(=O)(=O)c1cc(NC(=O)c2ccncc2)ccc1N1CCOCC1,7,-14%,-7%,-3%,-1%,6%,-25%,-5%,-1%
Cn1c(=O)c2cn3ncccc3c2n(C)c1=O,/,/,2%,-3%,/,-3%,/,/,-8%
O=C(NCc1ccccc1)C(c1ccccc1)N(C(=O)c1csnn1)c1ccccc1 (stereo not given),-26,-1%,21%,-1%,-7%,-5%,-11%,22%,-2%
COC(=O)C[C@H]1C=C[C@@H](C(C(=O)OC)C(=O)OC)CN1C(C)=O,/,-23%,/,/,10%,/,7%,21%,/
CC(=O)Nc1ccc(S(=O)(=O)NC(C)C(=O)NCC(c2ccco2)N2CCCCC2)cc1 (stereo not given),5,-19%,/,16%,3%,/,-2%,28%,/
Cc1cnc(C(=O)OCC(=O)N2CCN(C(=O)c3ccco3)CC2)cn1,5,5%,-1%,0%,3%,-8%,-5%,29%,-1%
O=C(Nc1ccncc1)c1ccccc1Cl,7,5%,42%,4%,/,-4%,0%,?,-10%
COc1ccc(CCN2CC(C(=O)NCCN3CCNC3=O)CCC2=O)cc1 (stereo not given),18,-9%,9%,16%,-7%,-6%,-2%,-14%,-2%
O=C(Nc1ccc(Cl)c(Cl)c1)Nc1ccc([N+](=O)[O-])cn1,3,9%,-6%,-2%,-8%,35%[activator],5%,3%,-1%

# Two successive compounds already listed, for reference:
SMILES,RXFP1 antag,POLH inh,Pol beta inh,APEX1 inh,Tb PGK inh,Anesthetic bind,POLK inh,Pol iota inh,BLM inh
COc1ccc(CCN2CC(C(=O)NCCN3CCNC3=O)CCC2=O)cc1 (stereo not given),18,-9%,9%,16%,-7%,-6%,-2%,-14%,-2%
O=C(Nc1ccc(Cl)c(Cl)c1)Nc1ccc([N+](=O)[O-])cn1,3,9%,-6%,-2%,-8%,35%[activator],5%,3%,-1%

# Further records follow.
SMILES,RXFP1 antag,POLH inh,Pol beta inh,APEX1 inh,Tb PGK inh,Anesthetic bind,POLK inh,Pol iota inh,BLM inh
CC(=O)C1C(c2ccc([N+](=O)[O-])cc2)C2C(C)=NN=C2CC1(C)O (stereo not given),23,0%,?,0%,-4%,1%,-12%,128%[activator],0%
Cn1cc2cccc([N+](=O)[O-])c2n1,-4,-3%,28%,0%,-7%,-8%,1%,23%,-4%
Cc1nc(SCC(=O)NC2CCS(=O)(=O)C2)c2c3c(sc2n1)CCC3 (stereo not given),-6,7%,/,6%,-1%,/,-11%,40%[activator],/
CCCNC(=O)c1noc2c1CCc1cc(OC)ccc1-2,6,-11%,-1%,14%,i,-3%,-11%,11%,-6%
COc1cnc(-c2ccccn2)[nH]c1=O,-8,-4%,33%[activator],4%,0%,0%,-12%,55%[activator],1%
CCOc1ccc2nc(N3CCCC(C(=O)Nc4c(C)cccc4C)C3)sc2c1 (stereo not given),-2,-15%,0%,/,-2%,3%,-17%,14%,-5%
CCCC(=O)Nc1nnc(C2CCCO2)s1 (stereo not given),1,-3%,32%,5%,-10%,-3%,-4%,158%[activator],-5%
O=C1C2C3C=CC(C3)C2C(=O)N1Cc1ccc(CN2C(=O)C3C4C=CC(C4)C3C2=O)cc1 (stereo not given),2,10%,2%,-13%,-6%[11.5 µM],-5%,-8%,-14%,-1%
O=C(NCC(c1ccco1)N1CCN(c2ccccc2F)CC1)C(=O)NC1CCCCC1 (stereo not given),-2,2%,/,-2%,-1%,/,-19%,93%[activator],/
CCN(CC)S(=O)(=O)c1ccc(-c2ccc(S(=O)(=O)N(CC)CC)cc2)cc1,-5,-1%,5%,-4%,-2%,-3%,-3%,17%,-1%
Cc1ccc(O)c(Nc2ncnc3ccc([N+](=O)[O-])cc23)c1,1,-6%,-1%,-1%,-2%,-9%,-1%,-20%,-6%
O=C(Cn1c(=O)oc2cc(S(=O)(=O)N3CCCCCC3)ccc21)NCc1ccccc1Cl,-10,4%,9%,/,0%,-9%,-9%[60.1 µM],-19%,-6%
Nc1ccc(S(=O)(=O)Nc2nccs2)cc1N=Nc1ccccc1[N+](=O)[O-],1,3.2µM*,/,/,?,/,28µM*,7.1µM*,/
CC(C)(C)NC(=O)C(c1ccccn1)N(C(=O)C1CSC(=O)C1)c1cccc(F)c1 (stereo not given),2,-10%,-30%,-2%,i,-5%,12%,8%,-2%
